TNAP Pi inh: human TNAP enzyme inhibitors, primary screen, biochemical, colorimetric, phosphate release readout. AID 614, 2007. purified TNAP, pNPP, malachite green phosphate absorbance. Alkaline phosphatase, tissue-nonspecific isozyme (Homo sapiens), P05186. 21,000 tested, under 10 active. inhibition, % at 20 µM
Target sequence (P05186 whole entry, looked up): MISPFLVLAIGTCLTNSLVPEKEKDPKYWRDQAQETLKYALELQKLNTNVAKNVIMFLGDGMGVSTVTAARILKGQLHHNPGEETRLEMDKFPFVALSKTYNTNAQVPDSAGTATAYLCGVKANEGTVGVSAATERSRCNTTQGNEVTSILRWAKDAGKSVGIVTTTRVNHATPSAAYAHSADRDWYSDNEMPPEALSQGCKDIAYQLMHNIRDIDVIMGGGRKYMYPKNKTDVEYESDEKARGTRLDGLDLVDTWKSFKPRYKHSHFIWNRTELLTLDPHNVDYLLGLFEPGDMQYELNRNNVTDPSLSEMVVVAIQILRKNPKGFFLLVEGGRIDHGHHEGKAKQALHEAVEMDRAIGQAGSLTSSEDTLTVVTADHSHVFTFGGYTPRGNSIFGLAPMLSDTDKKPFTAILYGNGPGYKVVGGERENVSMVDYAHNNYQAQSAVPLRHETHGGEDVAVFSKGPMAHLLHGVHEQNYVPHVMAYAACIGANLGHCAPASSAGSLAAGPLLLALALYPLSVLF
TNAP inh pNP: human TNAP enzyme inhibitors, primary screen, biochemical, colorimetric, p-nitrophenol readout; Alkaline phosphatase, tissue-nonspecific isozyme (Homo sapiens), P05186; inhibition, % at 20 µM; purified TNAP, pNPP hydrolysis, absorbance 405 nm; 21,000 tested, under 10 active;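 also: 0% = DMSO only wells and 100% = 1 mM levamisole wells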
* = called active by the depositor.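 The calls were made as follows: active = inhibition above 50% at the 20 µM single-dose screen; inactive = the rest.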

TNAP Pi inh | TNAP inh pNP | smiles
12 | 2 | Cc1cc(NC(=O)CCC(=O)N(Cc2ccco2)C2(C(=O)NC3CCCCC3)CCN(C)CC2)no1
-2 | 3 | CCn1c2ccccc2c2nnc(SCC(=O)N3CC(C)OC(C)C3)nc21 (configuration not stated)
12 | 5 | CC(=O)c1c(C)[nH]c(C(=O)OCC(=O)Nc2cc(C)on2)c1C
10 | 3 | Cc1ccc(NS(=O)(=O)c2ccc(C(=O)N3CCCN(C)CC3)cc2)cc1
0 | 0 | COc1ccc(Oc2nc3c(c(=O)n(C)c(=O)n3C)n2Cc2cccc(OC)c2)cc1
8 | 2 | CSc1cccc(NC(=O)CN(c2cc(C)ccc2C)S(C)(=O)=O)c1
10 | 6 | OCCn1c(SC2CCCCC2)nc2ccccc21
6 | 2 | CCCCCn1c2nc3ccccc3nc2c2c(=O)n(CC(C)C)cnc21
-9 | 4 | COC(=O)N1CCN(c2ccc(OC)cc2)CC1
0 | 0 | CCOC(=O)/C(C(N)=NCc1ccco1)=C(/O)c1ccccc1
16 | 2 | NC(=O)COC(=O)c1cc(S(=O)(=O)N2CCOCC2)ccc1N1CCCCC1
0 | 0 | COc1ccccc1N1CCN(CCCCOc2ccc(F)cc2)CC1
1 | -3 | CCN(c1ccccc1)S(=O)(=O)c1cccc(C(=O)O)c1
1 | -2 | COc1ccc(S(=O)(=O)NC2CCCC2)cc1Br
1 | -3 | ON=Cc1cccn1-c1ccccc1
-4 | -11 | CC(C)OCCCNc1ncc2c(n1)CC(c1ccc(N(C)C)cc1)CC2=O (configuration not stated)

Single entries from above:
Under TNAP Pi inh, CCOC(=O)/C(C(N)=NCc1ccco1)=C(/O)c1ccccc1 has 0
Under TNAP inh pNP, COc1ccc(S(=O)(=O)NC2CCCC2)cc1Br has -2
Under TNAP Pi inh, ON=Cc1cccn1-c1ccccc1 has 1
Under TNAP Pi inh, NC(=O)COC(=O)c1cc(S(=O)(=O)N2CCOCC2)ccc1N1CCCCC1 has 16

(cont.)
TNAP Pi inh | TNAP inh pNP | smiles
5 | 0 | OC1(c2ccc(F)cc2)CCN(Cc2ccccc2)C1 (configuration not stated)
-12 | -11 | COc1ccc(C(=O)c2sc(NC(C)C)nc2N)cc1OC
10 | 5 | CN(c1ccc(C(=O)NC2CC2)cc1)S(=O)(=O)c1ccccc1
0 | -5 | CC1(C)CC(=O)C(C=NC2CC(C)(C)NC(C)(C)C2)=C(O)C1
8 | 2 | O=C(Cc1ccccc1)Nc1ccc2oc(-c3ccncc3)nc2c1
10 | 6 | CC1(C)C(c2ccc(Cl)cc2)=[N+]([O-])C2(CCCC/C2=N\O)N1O (configuration not stated)
-19 | 1 | Cc1ccc(NC(=O)CCCCCC2NC(=O)NC2C)cc1 (configuration not stated)
7 | 5 | CC(=O)Cn1c(CN2CC(C)CC(C)C2)nc2c1c(=O)n(C)c(=O)n2C (configuration not stated)
20 | 8 | O=C(OCC(=O)N1CCN(C(=O)c2ccco2)CC1)c1cn(-c2ccccc2)nc1-c1ccccc1
9 | 6 | CCN(CC)c1nc2n(c(=O)n1)CCN2CC
8 | 3 | O=C(O)CCC(=O)N(Cc1ccco1)c1nc(-c2ccccc2)cs1
10 | -5 | CCN1C(=O)/C(=C2/C=CC=CN2C)OC1=S
-3 | 9 | CC(=O)c1cc(C#N)c(SCc2ccncc2)nc1C
5 | -4 | Nc1nc(CN2CCCCC2)cs1
15 | 7 | CCOc1cc(C)c(Cl)cc1S(=O)(=O)n1cnc2ccccc21
0 | 0 | COc1ccc(NC(=O)C2CC(=O)NC(Nc3cccc(C)c3)=N2)cc1 (configuration not stated)
9 | 10 | COc1ccc2c(c1)C=CC1(O2)N(CCO)c2ccccc2C1(C)C (configuration not stated)
12 | -4 | O=C(/C=C/Nc1ccc(F)c(Cl)c1)c1ccco1
17 | 0 | COc1ccccc1OCc1nnc(SCC(=O)c2cc(Cl)ccc2OC)o1
7 | 3 | Cc1nccn1CCc1nc(N)nc(N)n1
14 | 4 | C=CCN1CC2CC3(COc4cc(C)cc(C)c4)C=CC2(O3)C1=O (configuration not stated)
8 | 3 | Cc1cc(=O)oc(C)c1C(=O)NCCNC(=O)c1c(C)cc(=O)oc1C
18 | 5 | COc1cc(C(=O)COC(=O)Cc2cnc3sccn23)cc(OC)c1OC
14 | 1 | Cc1noc(C)c1COC(=O)c1cc2c(C)nn(-c3ccc(F)cc3)c2s1

Filtered by structure: those above with a halogen.
TNAP Pi inh | TNAP inh pNP | smiles
0 | 0 | COc1ccccc1N1CCN(CCCCOc2ccc(F)cc2)CC1
1 | -2 | COc1ccc(S(=O)(=O)NC2CCCC2)cc1Br
5 | 0 | OC1(c2ccc(F)cc2)CCN(Cc2ccccc2)C1 (configuration not stated)
10 | 6 | CC1(C)C(c2ccc(Cl)cc2)=[N+]([O-])C2(CCCC/C2=N\O)N1O (configuration not stated)
15 | 7 | CCOc1cc(C)c(Cl)cc1S(=O)(=O)n1cnc2ccccc21
12 | -4 | O=C(/C=C/Nc1ccc(F)c(Cl)c1)c1ccco1
17 | 0 | COc1ccccc1OCc1nnc(SCC(=O)c2cc(Cl)ccc2OC)o1
14 | 1 | Cc1noc(C)c1COC(=O)c1cc2c(C)nn(-c3ccc(F)cc3)c2s1

(cont.)
TNAP Pi inh | TNAP inh pNP | smiles
17 | 2 | CC(C)NC(=O)COC(=O)c1ccc(O)cc1
7 | 6 | O=C(NCCN1Cc2ccccc2C1=O)c1cccs1
1 | 2 | O=C(c1ccco1)N1CCN(S(=O)(=O)c2ccc3c(c2)OCCO3)CC1
13 | 5 | Cn1nnc2cc(NC(=O)NCc3ccc4c(c3)OCO4)ccc21
9 | -5 | CN(C)c1ccc(O)c2c1CC1CC3[C@@H](N(C)C)C(=O)C(C(N)=O)=C(O)[C@]3(O)C(=O)C1=C2O (some centres not stated)
-1 | 5 | Cc1ccc(C2Nc3ccccc3C(=O)N2Cc2ccco2)cc1 (configuration not stated)
4 | 7 | Cc1cc(C)cc(N2CCCn3c2nc2c3c(=O)n(CC(=O)OCc3ccccc3)c(=O)n2C)c1
11 | 2 | O=C(NCc1ccc(F)cc1)c1c(O)c2cccc3c2n(c1=O)CCC3
3 | 8 | CS(=O)(=O)Nn1cnc2ccccc2c1=O
13 | 5 | COc1ccc(CCNC(=O)CSc2nc(N)c3c(C)c(C)oc3n2)cc1OC
1 | -3 | O=C(c1ccccc1)c1nnc(-c2ccncc2)o1
4 | -2 | COc1ccc(/C=C/C2=NC(=C\N(C)C)/C(=O)O2)cc1
6 | 4 | COc1ccc2[nH]c(=O)c(CN(C(=O)c3ccncc3)C(C)(C)C)cc2c1
4 | -1 | COc1ccc(C(=O)Oc2ccc(C(C)=O)cc2)c(OC)c1
10 | 2 | COc1cccc(CC(NC(C)=O)C(=O)NC2CCN(c3nc(C)cc(C)c3C#N)CC2)c1OC (configuration not stated)
11 | -1 | COc1ccc(Cl)cc1NC(=O)COC(=O)CCNC(C)=O
14 | 5 | N#CCCCSc1nnnn1-c1cccc(Cl)c1
-2 | -3 | COc1cccc(OCc2nnc(SC)n2C)c1
9 | 4 | CC1CN(C(=O)c2cccc(S(=O)(=O)N3CCOCC3)c2)CC(C)O1 (configuration not stated)
19 | 11 | Cc1cc(Cl)c(S(=O)(=O)Nc2ccccn2)cc1OCC(N)=O
-1 | -8 | COc1ccccc1NC(=O)C1=C(C)NC2=C(C(=O)CCC2)C1c1ccc(C)o1 (configuration not stated)
8 | 6 | COc1ccc(OC)c(NC(=O)c2cc(-c3ccc(C)cc3O)n[nH]2)c1
-3 | 0 | N#CC1=C(N)NC(SCc2ccc(F)cc2)=C(C#N)C12CCCCC2
12 | 2 | CC(C)CC(OC(=O)c1ccco1)C(=O)NCC1CCCO1 (configuration not stated)
11 | 4 | Cc1ccc2c(c1)N(CC(=O)NCCc1c[nH]c3ccccc13)C(=O)CO2
9 | 1 | Cc1ccc(NC(=O)Cc2cn3ccsc3n2)nc1
8 | 0 | O=C(CN1C(=O)c2ccccc2S1(=O)=O)NCCSCc1ccco1
9 | 3 | CCN(CC)c1ccc(-c2nn3c(-c4ccccc4OC)nnc3s2)cc1
9 | 1 | CC1(C)CC2CC(C)(CN2C(=O)c2cccs2)C1 (configuration not stated)
9 | 1 | O=C(NCC1CCCO1)c1ccccc1-c1nc(-c2ccc(F)cc2)no1 (configuration not stated)
-9 | 4 | COc1ccc2c(c1OC)C(=O)N(c1ncn[nH]1)C2
4 | 4 | O=C1Nc2cc3c(cc2Sc2ccccc21)OCCO3
11 | 2 | Cc1c(OC(=O)CNC(=O)OC(C)(C)C)ccc2c3c(c(=O)oc12)CCC3
8 | 6 | COc1cccc(-c2nc(NC(C)(C)C)c3ccccc3n2)c1O
9 | 5 | COc1ccc(Cn2nnnc2C(c2cc(OC)ccc2OC)N2CCC(C(N)=O)CC2)cc1 (configuration not stated)
9 | 1 | CCOC(=O)c1cnc(SCC(=O)Nc2ccc(NC(C)=O)c(OC)c2)nc1N
4 | -1 | COc1ccccc1-c1c(C)oc2c(CN3CCN(C)CC3)c(O)ccc2c1=O
0 | 4 | COc1ccc(OC)c(C2=NO[C@@H]3C(=O)N(c4cc(Cl)ccc4OC)C(=O)[C@H]23)c1
16 | 1 | O=C(Nc1nnc(C2CC2)s1)C1Cc2ccccc2CN1S(=O)(=O)c1cccs1 (configuration not stated)
9 | 5 | Cc1nn(CC(=O)O)c(C)c1C
-1 | -3 | COc1ccc2ccccc2c1CN1CCN(C(=O)c2ccccc2)CC1
3 | 6 | CC(C)NC(=O)CN(CCc1ccccc1)S(C)(=O)=O
11 | 2 | O=C(CN1CCOCC1)N1CCc2ccccc2C(c2ccccc2)C1 (configuration not stated)
-4 | -10 | Cc1cc(C)c2c3c(sc2n1)C(=O)N(C)CC(=O)N3
6 | 2 | CCCOc1ccc(NC(=O)C2CCCNC2=O)cc1 (configuration not stated)
5 | 3 | Cc1ccc(C(=O)COC(=O)CNC(=O)c2ccco2)cc1
-5 | 2 | O=C(CCCC(=O)n1cnc2ccccc21)n1cnc2ccccc21
9 | -2 | O=C(OCC(=O)N1CCN(C(=O)c2ccco2)CC1)c1cc(=O)c2ccccc2o1
0 | 0 | N=c1ncn(CC(O)CN2CCOCC2)c2nc(N3CCOCC3)[nH]c12 (configuration not stated)
-9 | 2 | c1cnc(N2CCSCC2)nc1
8 | 2 | COc1ccc(CNC(=O)c2ccc3nccnc3c2)cc1
3 | 6 | c1ccc(Cc2nn[nH]n2)cc1
-9 | 3 | c1cncc(-c2nnc3sc(-c4ccco4)nn23)c1
2 | 3 | O=C(NCc1ccccn1)c1c(O)c2cccc3c2n(c1=O)CC3
12 | 5 | COc1ccc(C)cc1S(=O)(=O)N(CC(=O)N1CCOCC1)Cc1ccccc1
1 | 1 | COc1ccc(-c2nnc(SCC#CCO)o2)cc1OC

In the list so far, 3 contain two or more sulfur atoms:
TNAP Pi inh | TNAP inh pNP | smiles
8 | 2 | CSc1cccc(NC(=O)CN(c2cc(C)ccc2C)S(C)(=O)=O)c1
8 | 0 | O=C(CN1C(=O)c2ccccc2S1(=O)=O)NCCSCc1ccco1
16 | 1 | O=C(Nc1nnc(C2CC2)s1)C1Cc2ccccc2CN1S(=O)(=O)c1cccs1 (configuration not stated)

(continued)
TNAP Pi inh | TNAP inh pNP | smiles
-6 | 3 | CCOc1ccccc1NC(=O)c1ccc(S(=O)(=O)N2CCOCC2)cc1
5 | 4 | CCOC(=O)C1CCN(c2ncnc3c2cnn3-c2ccccc2)CC1
4 | 0 | CCc1nnc(NC(=O)CSc2nnc(-c3ccoc3C)n2-c2cccc(C)c2)s1
0 | -11 | COC(=O)C1=C2SC(C)C(=O)N2C(N)=C(C#N)C1c1cc(OC)c(OC)c(OC)c1 (configuration not stated)
-1 | -11 | COc1ccc(OC)c(C(c2nnnn2CC2CCCO2)N2CCN(C3CCCC3)CC2)c1 (configuration not stated)
-2 | 8 | O=C(NCCc1ccc(Cl)cc1)C1CCN(c2cnccn2)CC1
10 | 2 | O=C(c1ccncc1)N1CCN(C(=O)c2ccco2)CC1
8 | 3 | O=C(COc1ccccc1)Nc1ccc(Cl)c(-c2nc3ncccc3o2)c1
8 | 9 | Cc1cc(C)nc(SCC(=O)Nc2ncc3c(n2)CC(C)(C)CC3=O)n1
12 | 6 | Cn1c(=O)oc2cc(S(=O)(=O)NCc3ccncc3)ccc21
6 | 1 | COc1cc(-c2nn3c(-c4ccccn4)nnc3s2)cc(OC)c1OC
0 | 0 | O=C(NCCOc1nc(N2CCCCC2)nc(N2CCOCC2)n1)Nc1ccccc1
-2 | -1 | Oc1ccc2oc3c(c2c1/C=N/n1cnnc1)CCCC3
10 | 3 | C(=N\c1nccs1)/c1cccnc1
13 | 6 | Cc1ccc(Cl)c(OCC(O)CN(CCO)CCO)c1 (configuration not stated)
3 | 9 | CCCn1nnc(NC(=O)COc2cc(C)ccc2C(C)C)n1
0 | 0 | CS(=O)(=O)N(CC(=O)N1CCN(c2cccc(Cl)c2)CC1)c1ccccc1
8 | 1 | O=C(c1ccc(C23CC4CC(CC(C4)C2)C3)o1)N1CCOCC1
5 | -1 | N#CCCN(C(=O)Nc1ccccc1)c1ccccc1
5 | 5 | CCOc1ccc(NC(=O)C2CC(C)=C(C)CC2C(=O)O)cc1 (configuration not stated)
-8 | -14 | COc1ccc(CCNC2=NCC(C)S2)cc1 (configuration not stated)
8 | -1 | Cc1ccc(S(=O)(=O)Cn2nnnc2CN2CCOCC2)cc1
7 | 2 | OC(CCN1CCCCC1)(c1ccccc1)c1ccccc1
9 | 4 | COc1ccccc1Nc1nc(N)nc(CSc2nc(C)cc(C)n2)n1
-7 | 5 | COCCn1c(SCC(=O)Nc2nc(C)c(Cl)cc2Cl)nc2ccccc21
16 | 2 | c1ccc(CCNc2ncnc3nc[nH]c23)cc1
4 | -2 | CCn1c(=N)c(C(=O)NCCCOC)cc2c(=O)n3cccc(C)c3nc21

Bioassay records: PubChem, Sanford-Burnham Center for Chemical Genomics

The list is partial. The share of hits here may be higher or lower than overall.
